ST2 inh – inhibitors of human ST2 (IL1RL1) binding to IL-33, primary screen, biochemical, AlphaLISA. Interleukin-1 receptor-like 1 (Homo sapiens), Q01638. AlphaLISA ST2-Fc/biotin-IL-33 interaction, 1 h. inhibition, % for hits at 17 µM. actives 2.3% (n = 78,000). AID 1259354, 2018; in the data active = inhibition above about 30%; inconclusive = mostly about 10% to 28%
Target sequence (Q01638 whole entry, looked up): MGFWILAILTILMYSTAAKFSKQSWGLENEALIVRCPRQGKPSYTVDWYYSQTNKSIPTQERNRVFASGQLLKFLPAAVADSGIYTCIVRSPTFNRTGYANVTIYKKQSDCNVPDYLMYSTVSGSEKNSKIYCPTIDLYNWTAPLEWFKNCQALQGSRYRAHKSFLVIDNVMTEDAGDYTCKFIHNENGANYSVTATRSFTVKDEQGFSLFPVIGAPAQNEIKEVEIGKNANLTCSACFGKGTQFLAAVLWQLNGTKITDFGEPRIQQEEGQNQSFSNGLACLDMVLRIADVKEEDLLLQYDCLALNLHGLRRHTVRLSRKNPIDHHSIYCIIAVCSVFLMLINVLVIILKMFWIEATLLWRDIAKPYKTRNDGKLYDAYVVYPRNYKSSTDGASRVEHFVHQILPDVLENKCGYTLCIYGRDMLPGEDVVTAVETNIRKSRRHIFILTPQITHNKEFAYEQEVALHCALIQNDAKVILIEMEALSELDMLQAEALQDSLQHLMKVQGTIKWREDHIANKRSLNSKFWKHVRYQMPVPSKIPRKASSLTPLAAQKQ
* = called active by the depositor; i = inactive; u = inconclusive. A portion of the library; rates above refer to the full screens.

compound	ST2 inh
Cc1ccc(CN2CC[C@@H]3[C@H]2C(=O)NC[C@H](CCC(=O)NCc2ccccc2)N3C)cc1	i
COc1ccc(C2=NN3C(C2)c2ccccc2OC3c2ccco2)cc1 (stereo not given)	i
COc1cc(C(c2c(C)[nH][nH]c2=O)c2c(C)[nH][nH]c2=O)ccc1O	u
Cc1ccc(N2CCCS2(=O)=O)cc1NC(=O)c1ccccc1Br	i
CCN(CC)CCCNC(=O)c1c[nH]n2c(=O)c(Cc3ccc(Cl)cc3)c(C)nc12	i
O=c1oc2cc([N+](=O)[O-])ccc2nc1C=C(O)c1ccc(Br)cc1	i
CSc1nc(-c2ccccc2)cc(-c2cccs2)c1C#N	i
O=C(Cc1ccccc1)Nc1c(C(=O)Nc2ccccc2F)oc2ccccc12	i
COc1ccc(N2C(=O)CC(C(=O)NCCC3=CCCCC3)C2c2ccc(F)cc2)cc1 (stereo not given)	i
O=C(N[C@H]1CO[C@H]2[C@@H]1OC[C@@H]2Nc1nccc(C2CCCC2)n1)c1ccc(C(F)(F)F)cc1	u
CC(C)C(NS(=O)(=O)c1ccc2c(c1)oc(=O)n2C)C(=O)N1CCCCC1 (stereo not given)	u
O=C(CN1CCN(c2ccc([N+](=O)[O-])cc2)CC1)Nc1ccc(F)cc1	u
Cc1cccc(OCC(=O)N2CCC(c3ccccc3)C2)c1 (stereo not given)	i
N#Cc1c(NC(=O)COc2ccccc2Br)sc2c1CCC2	i
CC1CCc2c(sc(NC(=O)c3cc(-c4ccc(Br)cc4)on3)c2C(N)=O)C1 (stereo not given)	i
c1ccc(CNc2nc(-c3ccccc3)[n+](-c3ccccc3)s2)cc1	u
CCCOC(=O)c1c(-c2ccccc2)nc(CC)c(C(=O)SCC)c1CCC	i
Cc1ccc(C2(O)CCN(c3noc(C4CC4)n3)CC2)nc1	i
CC(C)CCN1C(=O)c2ccccc2C1C(=O)NC1CCCCC1 (stereo not given)	i
CCS(=O)(=O)N1CCN(c2ccc([N+](=O)[O-])c(N3CCc4ccccc4C3)c2)CC1	u
CC1CCCC(NC(=O)C2CCCN2S(=O)(=O)c2cccc3nsnc23)C1C (stereo not given)	i
CCCC(=O)N(c1ccc2oc(C)c(C(C)=O)c2c1)S(=O)(=O)c1ccc(CC)cc1	i
Cn1c(=O)c2c(nc(N3CCCCC3)n2Cc2c(Cl)cccc2Cl)n(C)c1=O	31%*
COc1ccc(Cl)cc1S(=O)(=O)N1CCCC(C)C1 (stereo not given)	i
COc1ccc2c(c1)c1c(n2C(C)=O)C(OC(C)=O)=NCC1	i
Fc1ccc(-c2n[nH]c3c2CN(CCCc2cccnc2)CC3)cc1F	i
CC(C)OCCCNC(=O)c1cc(-c2ccc(Br)s2)nc2ccccc12	u
CCC(Nc1nc(-c2ccncc2)nc2c1CNC2)c1cc(C)ccn1 (stereo not given)	i
CCOc1ccc(S(=O)(=O)NCC2CCCO2)c2cccnc12 (stereo not given)	i
CSC(=CC(=O)c1ccc([N+](=O)[O-])cc1)SC	u
Cc1ccccc1OCc1nc(C#N)c(N2CCC(C(N)=O)CC2)o1	u
CCc1ccc(NC(=O)CCS(=O)(=O)c2cc(Br)cc3c2N(C(C)=O)CC3)cc1	i
N#Cc1c(NC(=O)CCCN2C(=O)c3ccccc3C2=O)sc2c1CCCCC2	u
COc1ccccc1-c1cccc(C(=O)NCc2csc(N)n2)c1	i
O=C(O)c1ccc(-n2cnnn2)cc1	i
Cc1nc2ccc(CC(=O)N3CCC(O)(CO)CC3)cc2[nH]1	u
CCCCCNC(=O)C1CCC(Cn2c(=O)c3sccc3n(CC(=O)NC(C)C)c2=O)CC1 (stereo not given)	i
Cc1ccccc1NS(=O)(=O)c1cccc(-c2nnc(-c3ccccc3)o2)c1	i
Cc1cccc(NC2CCS(=O)(=O)C2)c1 (stereo not given)	i
CC(=O)Nc1cccc(S(=O)(=O)N2CCC(N3CCCC3=O)CC2)c1	i
O=c1[nH]c(-c2ccccc2O)nc2ccccc12	u
COc1cc(OC)nc(N2C[C@H]3OC(=O)N(Cc4ccccc4OC)[C@H]3C2)n1	i
Cc1oc(-c2cccs2)nc1CN1CCCC(CO)(Cc2ccccc2)C1 (stereo not given)	u
CC(C)(C)n1nc2c(c1NC(=O)c1ccc(C(=O)c3ccccc3)cc1)CSC2	u
COc1ccccc1NC(=O)CC1SC(=Nc2ccccc2)N(c2ccccc2)C1=O (stereo not given)	i
NC(=O)CSc1nc2ccccc2n1CC(N)=O	i
CCN(C(=O)c1cc2c(=O)n3ccccc3nc2n1C)C1CCCCC1	i
O=C(CNS(=O)(=O)c1cccs1)NCc1ccc(F)cc1	i
Nc1nonc1-c1noc(CCCOc2ccc(Cl)cc2Cl)n1	u
CC(=O)N1CCN(c2cc(-c3noc([C@@H]4CCCN4Cc4cnc5ccccc5c4)n3)ccn2)CC1	i
CC(C)C(=O)N1c2ccccc2NC2=C(C(=O)CC(c3ccccc3)C2)C1c1ccccc1 (stereo not given)	i
CC(=O)c1cccc(NC(=O)CN(C)S(=O)(=O)c2ccc(C)cc2)c1	i
Cc1cc(N)n(-c2ccccc2)n1	i
CC(=O)c1cccc(OCc2cc(C(=O)N3CCN(C4CCCC4)CC3)n[nH]2)c1	i
CC(C)C(NS(=O)(=O)c1cccs1)C(=O)Nc1ccc2c(c1)OCCO2 (stereo not given)	u
Cc1[nH]cnc1-c1c(-c2ccccc2)ncn1Cc1cnn(-c2ccccc2)c1	i
CCN(CC)CCNC(=O)CCCn1c(=O)[nH]c2ccc(Br)cc2c1=O	i
O=c1[nH][nH]c(=O)c2cc([N+](=O)[O-])ccc12	i
Cc1cccc(N2C(=O)CC(N3CCN(c4ccc(F)cc4)CC3)C2=O)c1 (stereo not given)	i
Cc1cccc2nc(CSc3nncn3-c3ccccc3)c(Br)n12	i

Ordered by length of the SMILES (lowest first): part of the list above.
compound	ST2 inh
Cc1cc(N)n(-c2ccccc2)n1	i
NC(=O)CSc1nc2ccccc2n1CC(N)=O	i
O=c1[nH][nH]c(=O)c2cc([N+](=O)[O-])ccc12	i
CCN(C(=O)c1cc2c(=O)n3ccccc3nc2n1C)C1CCCCC1	i
CC(C)C(NS(=O)(=O)c1cccs1)C(=O)Nc1ccc2c(c1)OCCO2 (stereo not given)	u
COc1cc(OC)nc(N2C[C@H]3OC(=O)N(Cc4ccccc4OC)[C@H]3C2)n1	i
CC(=O)N1CCN(c2cc(-c3noc([C@@H]4CCCN4Cc4cnc5ccccc5c4)n3)ccn2)CC1	i

(list continues)
compound	ST2 inh
CN1CCN2CCN(S(=O)(=O)N3CCCCC3)CC2C1=O (stereo not given)	i
CCN1CCCC1CNC(=O)CCC1CCN(Cc2ccccn2)CC1 (stereo not given)	i
COC1(NS(=O)(=O)c2ccc(Br)cc2)C(C)=CC(=O)C=C1C	u
O=C(Cc1ccc(F)cc1)Nc1ccc2c(c1)OC1(CCCCC1)O2	u
COCC(=O)N1CCCC(Nc2ccccc2)C1 (stereo not given)	i
Cc1sc2ncc(C(=O)N3CCC4(CN(C)C(=O)O4)C3)c(=O)n2c1C (stereo not given)	i
COc1cccc(N(C(C)=O)C2=C(N3CCCC3)C(=O)c3ccccc3C2=O)c1	u
CN1CC2(CCN(C(=O)C3CCN(Cc4ccco4)CC3)C2)OC1=O (stereo not given)	i
O=C(Nc1cccc(Cl)c1)c1cc(-c2cccs2)on1	i
Cc1cccc(CN(Cc2ccccc2)C(=O)c2nnc(C)o2)n1	u
O=C(NC1CCCCCC1)c1cnccn1	i
CC(C)CCN1CC(C(=O)NCc2ccc(F)cc2)CC1=O (stereo not given)	i
CCN(C(=O)c1cc2c(=O)n3cccc(C)c3nc2n1C)C1CCCCC1	u
CCC1C(=O)C(C)(C)C(=O)OC1c1ccccc1[N+](=O)[O-] (stereo not given)	i
COc1ccc(C2Nc3ccccc3NC3=C2C(=O)CC(c2cccs2)C3)c(OC)c1 (stereo not given)	u
O=C(NCCSc1c[nH]c2ccccc12)c1ccccc1C(F)(F)F	i
Cc1cc(C(=O)NCc2cccnc2N2CCCC(O)C2)c(C)o1 (stereo not given)	i
CCOc1ccc(CC(=O)NC2CC(=O)N(c3ccc(F)cc3)C2)cc1 (stereo not given)	i
CC(=O)N1N=C(c2ccc(C)c(Cl)c2)OC1(C)C	i
CNc1ccnc(N2CCN(Cc3cnc(C(C)C)nc3)CC2)n1	i
Cn1cc(C(NS(=O)(=O)c2ccccc2)C(Cl)(Cl)Cl)c2ccccc21 (stereo not given)	u
COc1ccc(C(=O)N2CCC(C(=O)O)CC2)cc1S(=O)(=O)N1CCC(C)CC1	u
CSCCC(NC(=O)C1CCC(C)CC1)C(=O)Nc1ccc2c(c1)OCO2 (stereo not given)	i
Cc1cc(N2CCC(C)CC2)nc2ccc(NC(=O)CCC(=O)N3CC(C)CC(C)C3)cc12 (stereo not given)	i
Cn1c(=O)c2c(nc(NCCc3ccc(Cl)cc3)n2C)n(C)c1=O	i
COCc1ccc(CN2CCCC(CNC(=O)c3cccc(OC)c3OC)C2)o1 (stereo not given)	i
CCOc1c(Nc2cc(Cl)ccc2C)c(=O)c1=O	i
CCOC(=O)c1sc(=Nc2ccc(C)cc2)n(CCN2CCOCC2)c1C	i
COc1ccc(-c2ccc3c(c2)C(=O)N2C[C@H](O)C[C@H]2C(=O)N3)cc1	i
COc1ccc(N=Cc2c(O)n(-c3ccccc3C)c(=O)c3ccccc23)cc1OC	48%*
O=C(O)c1cc2c(ccc3cc(Br)ccc32)oc1=O	i
O=C(CSc1nnc(Cc2cc(=O)[nH]c(=O)[nH]2)n1-c1ccccc1)Nc1cccc(Cl)c1	i
Cc1ccc(S(=O)(=O)N(CC(=O)NCc2cccnc2)Cc2ccc(Cl)c(Cl)c2)cc1	i
CC(=O)n1c(=O)n(-c2ccccc2)c(=O)c2c(C)c(C)sc21	i
Cc1ccc2cc(C3(O)CCN(C(=O)CN4CCOC4=O)CC3)ccc2n1	u
O=C(Nc1ncccc1Cl)c1cccs1	i
CCS(=O)(=O)Nc1c(C)n(C)n(-c2ccccc2)c1=O	i
Cc1ccccc1Cn1c(NCCCO)nc2c1c(=O)n(C)c(=O)n2C	i
CC(=O)c1ccc(N2CCN(c3ncnc4c3cnn4-c3ccc(Cl)cc3)CC2)cc1	i
O=C(NCc1ccc2sccc2c1)c1ccc(O)cc1	u
O=C(c1ccc([N+](=O)[O-])cc1Cl)N1CCN(c2ncccn2)CC1	i
COC(=O)C1=C(N)OC2=C(C(=O)CC(c3ccccc3)C2)C1c1ccc2c(c1)OCO2 (stereo not given)	i
COc1ccc(CNC(=O)CC[C@@H]2CNC(=O)[C@@H]3C[C@H](NC(=S)Nc4ccccc4)CN23)cc1	i
CC(=O)Nc1sc2c(c1C(=O)Nc1c(C)cccc1C)CCCCC2	i
COc1ccc(OC)c2c(C)cc(C)nc12	i
CN1CCN([C@@H]2[C@H](O)[C@H](CO)O[C@@H]2CNC(=O)c2cccs2)CC1	i
O=c1c2cccc3c2c(nn1CN1CCCCC1)-c1ccccc1-3	u
Cc1ccc(N(CC(=O)NC(C)c2nncn2C)S(C)(=O)=O)cc1 (stereo not given)	i
COc1cc(C(=O)NCC2OCCc3ccccc32)cc(OC)c1OC (stereo not given)	i
COc1ccc(-c2cc(N3CCN(S(=O)(=O)c4ccc(F)cc4)CC3)ncn2)cc1OC	i
Cc1ccc(Cn2ccc(NC(=O)c3cc(C(C)C)on3)n2)cc1	u
COc1ccc(NS(=O)(=O)c2ccc(NS(=O)(=O)c3ccc(C)cc3)cc2)cc1	i
CC(=O)Nc1ccc(Oc2cccc(Oc3ccc(NC(C)=O)cc3)c2)cc1	i
COc1ccc(-c2nn(-c3ccccc3C)cc2CNCCN2CCOC2=O)cc1F	i
COc1ccc(C2C(C#N)=C(N)Oc3n[nH]c(C)c32)cc1COc1ccc(F)cc1 (stereo not given)	u
CC(C)CC(=O)Nc1nnc(COc2ccccc2Cl)s1	i
O=C(Nc1ccccc1I)c1ccc([N+](=O)[O-])cc1Cl	u
O=C1c2ccccc2C(=O)c2c1ccc1c(=O)n(Cc3ccccc3)[nH]c21	u
Cc1occc1C(=O)N(C)C(Cc1ccccc1)C1CCN(C(=O)c2ccc3nccnc3c2)CC1 (stereo not given)	u
CC(=O)Nc1cccc(-c2cn3ccsc3n2)c1	i

Some of the entries so far, with each value named.
CN1CCN2CCN(S(=O)(=O)N3CCCCC3)CC2C1=O (stereo not given)
  ST2 inh = i

Cn1c(=O)c2c(nc(N3CCCCC3)n2Cc2c(Cl)cccc2Cl)n(C)c1=O
  ST2 inh = 31%*

Cc1ccccc1NS(=O)(=O)c1cccc(-c2nnc(-c3ccccc3)o2)c1
  ST2 inh = i

(next part)
compound	ST2 inh
CCN(CC)C(=O)C1CCCN(Cc2ccccc2C)C1 (stereo not given)	u
O=C(NC(NCc1cccnc1)C(Cl)(Cl)Cl)c1ccccc1[N+](=O)[O-] (stereo not given)	i
Cc1cc(C)cc(N(CC(=O)Nc2c(C)n(C)n(-c3ccccc3)c2=O)S(C)(=O)=O)c1	i
Cc1ccccc1N1CCN(Cc2cccnc2)CC1	i
CC(=O)Nc1cc(C(N)=O)cc(C(N)=O)c1	i
O=[N+]([O-])c1ccc(N2CCN(S(=O)(=O)c3ccc(Cl)cc3)CC2)cc1	35%*
O=c1/c(=C/c2ccco2)sc2n1CN(c1cccc([N+](=O)[O-])c1)CN=2	u
CC(=O)c1ccccc1-c1ccc2ccccc2n1	i
Cc1cc(OCC(=O)O)c(C)c2c1CC[C@@H]([C@H](C)C(=O)N1CCC(O)CC1)C2	i
COC(=O)c1cc(OCC2CCC2)cc(C(=O)N2CC[C@H](CO)[C@H](O)C2)c1	i

Source: PubChem
